aSyn yeast inh = alpha-synuclein toxicity inhibition in yeast | Yeast expressing alpha-synuclein, growth rescue, BacTiter-Glo, 24 h | Potency, µM (series often up to 46.1 µM), without a hit: top-dose growth rescue (activation), hits mostly activators | 370,000 compounds, 0.14% hits | AID 652106; active = well fitted activation curve with a large enough effect; inconclusive = small, poorly fitted or top-dose-only effect; inactive = no such curve, though single readings can be large or run the other way; also: % of control where 0% means no effect; nearly all actives have a fitted effect of over 65% in size
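Readout is rescue of growth in alpha-synuclein-expressing yeast, so inhibitors of toxicity appear as activators. Growth after 24 hr at 30 deg C in galactose medium is quantified by luminescence.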
Starred values were filed as active, the others as inactive; ? = inconclusive; & = joins results of further samples; [ ] = remark or other dose. Potency is read from the fitted curve at half-maximal effect. Only part of the results is shown; count on the stated rates, not on these rows.

SMILES	aSyn yeast inh
Cc1ccc(-c2nnc3ccc(SCC(=O)c4ccccc4)nn23)cc1	4%
O=C(COc1ccccc1C(=O)Nc1ccccc1)Nc1cccc([N+](=O)[O-])c1	-2%
CCCCc1ccc(CC(=O)NO)cc1	16µM*
COc1cc2nc(N3CCCN(C)CC3)nc(NC3CCN(Cc4ccccc4)CC3)c2cc1OC	7%&-3%&1%
CN(C)c1ccc(/C=C/c2c3ccccc3cc[n+]2[O-])cc1	9%
CC(=O)N/C(=C/c1ccccc1)c1ccncc1	1%
CCCN1CNc2c(c(=O)[nH]c(=S)n2CCc2c(C)cccc2C)C1	-2%
C=C1C=C(C(F)F)n2ncc(C(=O)NCc3ccc(OC)cc3)c2N1	3%
CCCCCCC[n+]1c(/C=C/c2ccc(N(C)C)cc2)sc2ccccc21	-89%[inhibitor]
O=S(=O)(Nc1c(Br)cc(Br)c2cccnc12)C1CCCCC1	-2%
CCOc1n[nH]c(-c2ccccc2)n1	-3%
O=C1C2C3CCCC3=C3CCCC3C2C(=O)N1c1ccccc1Cl (stereo unspecified)	?
COc1cc(N(C)C)c(OC)cc1C=C1C=CC=C1	3%
O=[N+]([O-])c1ccc(/C=C2\C=C(C(O)c3ccc([N+](=O)[O-])cc3)c3ccccc32)cc1 (stereo unspecified)	13%
Nc1c(Br)cc(Br)c2cccnc12	8%
O=C(Nc1ccc(Br)cc1F)c1cnn2c1NC(=C1CC1)C=C2C(F)F	0%
CCCN1CNc2c(c(=O)[nH]c(=S)n2CCc2ccccc2OC)C1	-7%
O=C(C[n+]1csc2ccccc21)c1ccc(I)cc1	4%
Cc1nc(NCC(=O)c2c[nH]c3ccccc23)sc1C	-3%
CC(C)S(=O)(=O)N1CCN(c2nc(-c3cccs3)nc3ccccc23)CC1	3%

3 entries from above, with bars between the fields:
smiles | aSyn yeast inh
COc1cc(N(C)C)c(OC)cc1C=C1C=CC=C1 | 3%
O=[N+]([O-])c1ccc(/C=C2\C=C(C(O)c3ccc([N+](=O)[O-])cc3)c3ccccc32)cc1 (stereo unspecified) | 13%
Nc1c(Br)cc(Br)c2cccnc12 | 8%

Next compounds.
SMILES	aSyn yeast inh
Cc1cnc(/C=C/c2ccc(N(C)C)cc2)cn1	0%
O=S(=O)(Nc1cccc2cccnc12)c1cccs1	22µM*
CNc1c(Cl)cc(C=O)cc1Cl	1%
Oc1c(C(Nc2ccccn2)c2ccccc2)ccc2cccnc12 (stereo unspecified)	?
COc1cccc2c1C(=O)/C(=C/c1ccc(N(C)C)cc1)C2	-18%
Cc1ccc2c(c1)C/C(=C/c1ccc(N(C)C)cc1)C2=O	1%
C=C(CC[C@]12OC(C(=O)O)C(O)(C(=O)O)C(C(=O)O)(O1)C(OC(=O)/C=C/[C@@H](C)C[C@@H](C)CC)C2O)[C@@H](OC(C)=O)[C@H](C)Cc1ccccc1 (stereo partly specified)	2%
O=C(CN1C(=O)c2ccccc2S1(=O)=O)Nc1cc(S(=O)(=O)N2CCOCC2)ccc1N1CCOCC1	-5%
NC1CCc2ccccc21 (stereo unspecified)	-2%
CC(N)=O	-6%

A second format for some results above:
molecule | aSyn yeast inh
Cc1ccc(-c2nnc3ccc(SCC(=O)c4ccccc4)nn23)cc1 | 4%
O=[N+]([O-])c1ccc(/C=C2\C=C(C(O)c3ccc([N+](=O)[O-])cc3)c3ccccc32)cc1 (stereo unspecified) | 13%

The list continues.
SMILES	aSyn yeast inh
O=C1NC(=O)/C(=C/c2ccc3nccnc3c2)S1	8%
COc1cc2c(NC3CCN(C)CC3)nc(N3CCCN(C)CC3)nc2cc1OCC1CCNCC1	?
CN(C)N=Nc1ccc(/C=C2\C=Cc3ccccc32)cc1	-12%
O=C(Nc1ccc(-n2nncc2-c2ccccc2)cc1)c1ccccc1	-2%
COc1ccc(CCn2c(=S)[nH]c(=O)c3c(C)cc(C)nc32)cc1OC	-5%
CCCCN(CCCC)c1ccc(Cn2ccc3ccccc32)cc1	27%
CC(=O)c1cc2ccccc2c2ccccc12	?
NC(N)=[N+]1CCc2ccccc2C1	1%
CCN(CCCN(C)C)c1ccc(/C=C/c2ccnc3ccccc23)cc1	2%
NC(=O)c1ccc2[nH]ccc2c1	2%
O=C(NCCc1nc2ccccc2n1CCCOc1ccc2ccccc2c1)C1CCCCC1	0%
Nc1ncnc2c1nc(Sc1ccc(Cl)cc1)n2[C@H]1OC2COP(=O)(O)O[C@H]2[C@@H]1O (stereo partly specified)	-4%
C(=C\c1c[nH]c2ccccc12)/c1ccnc2ccccc12	3%
COc1cc(/C=C/c2ccc3ccccc3n2)cc(OC)c1OC	-24%
N[C@H](C(=O)O)c1cc(O)cc(O)c1	-7%
O=C(OC(C(=O)N1CCOCC1)c1ccccc1)c1c2c(nc3ccccc13)CCCC2 (stereo unspecified)	-3%
N#Cc1nc(N)nc(N2CCCCC2)n1	-9%
CN(C)/[N+]([O-])=N\Oc1cc(OC(=O)c2ccc(N)cc2)c([N+](=O)[O-])cc1[N+](=O)[O-]	-32%[inhibitor]
O=C(Cc1ccc(OCCCc2ccccc2)cc1)NO	0%
CCCCCCCCCCC(C)(C)C(=O)Nc1c(OC)cc(OC)cc1OC	-7%&-48%
N#Cc1nc(-c2ccc(OCc3ccc(Cl)cc3)cc2)oc1N1CCCC1	6%
CC(C(=O)c1ccccc1)[n+]1ccc(Cl)c2ccc(Cl)cc21 (stereo unspecified)	-9%
O=C(Nc1ccc(OC(F)F)cc1)c1nc(S(=O)(=O)Cc2ccccc2F)ncc1Cl	-82%[inhibitor]
CN(C)c1ccc(/C=C2\C=Cc3ccccc32)cc1Br	2%
CC1CCN2c3ccccc3CC3(C(=O)OC(C)(C)OC3=O)C2C1 (stereo unspecified)	8%
CCCCN1CCC(n2c(=O)[nH]c3ccccc32)CC1	0%
O=C(O)c1c2c(nc3ccccc13)CCCC2	-3%
CN(C)c1ccc(/C=C/c2ccnc3ccc(O)cc23)cc1	8%
Nc1ncnc2c1ncn2[C@@H]1O[C@H](COP(=O)(O)CP(=O)(O)OP(=O)(O)O)[C@@H](O)[C@H]1O	-18%
NC(=S)NCCC[C@H](N)C(=O)O	-41%[inhibitor]
O=S(=O)(c1ccc2c(c1)CCCC2)N1CCN(c2nc(-c3cccs3)nc3ccccc23)CC1	1%
C[N+]1(CC(=O)c2cccs2)CCOCC1	3%
O=C(COc1ccccc1C(=O)Nc1ccccc1)NC1CCCCC1	?
C[n+]1ccnc2ccccc21	-7%
CC(C)Sc1nnc2c3ccccc3n(C)c2n1	-11%
C[n+]1cccc(Br)c1	-1%
CCc1cc(C(=O)/C=C/c2cc3c(cc2C)OCCO3)c(O)cc1O	-1%
O=C(C[n+]1ccccc1Br)c1ccc(O)c(O)c1	17%
CC(O)COCC1OC2OC3C(COCC(C)O)OC(OC4C(COCC(C)O)OC(OC5C(COCC(C)O)OC(OC6C(COCC(C)O)OC(OC7C(COCC(C)O)OC(OC8C(COCC(C)O)OC(OC1C(OCC(C)O)C2OCC(C)O)C(OCC(C)O)C8OCC(C)O)C(OCC(C)O)C7OCC(C)O)C(OCC(C)O)C6OCC(C)O)C(OCC(C)O)C5OCC(C)O)C(OCC(C)O)C4OCC(C)O)C(OCC(C)O)C3OCC(C)O (stereo unspecified)	1%
COCCn1c(=S)[nH]c2cc(C(=O)N3CCN(Cc4ccccc4)CC3)ccc2c1=O	1%
COc1cc2c(NC3CCN(C)CC3)nc(N3CCCN(C)CC3)nc2cc1OCCCN1CCCC1	?
O=C(O)c1c(Br)c(Br)c(Br)c(Br)c1C1c2ccc(O)cc2Oc2cc(O)ccc21	-15%
CCCCCCCCCC[n+]1cccc(Br)c1	17%
CC(C)c1ccc(NC(=O)c2cc3c([nH]c2=O)CC(C)(C)CC3=O)cc1	3%
CSc1ccc(/C=C2\C=C(C(O)c3ccc(SC)cc3)c3ccccc32)cc1 (stereo unspecified)	29%
Cc1ccc(S(=O)(=O)N2CCN(c3nc(-n4cnc5ccccc54)nc4ccccc34)CC2)cc1	-4%
Cn1nc(-c2cccnc2)nc2c(=O)n(C)c(=O)nc1-2	15%
O=S(=O)(c1ccc2ccccc2c1)N1CCN(c2nc(-c3ccccc3)nc3ccccc23)CC1	0%
O=[N+]([O-])c1cccc2c(Br)[nH]nc12	12%
NCc1cn(Cc2ccccc2)nc1-c1ccccc1	8%
Later entries.
SMILES	aSyn yeast inh
c1ccc(N=c2nc(-c3ccccc3)n(-c3ccccc3)s2)cc1	-26%
CCCCCCCCCC[n+]1ccc(/C=C/c2ccc(N(C)C)cc2)c2ccccc21	-76%[inhibitor]
CCC(c1nnnn1Cc1ccccc1)N(Cc1ccccc1)Cc1cc2cc(C)ccc2[nH]c1=O (stereo unspecified)	7%
CCNC(=O)c1ccc2nc(-c3ccccc3)c(-c3ccccc3)nc2c1	-14%
CCCCN(CCCC)c1ccc(/C=C2\C=Cc3ccccc32)cc1	1%
CN(C)c1ccc(/C=C/c2ccnc3ccccc23)cc1C=O	3%
Cc1ccc(CNCc2cn[nH]c2-c2ccc(C)cc2)cc1	1%
O=C(Cc1ccc(Br)cc1)NO	-2%
O=S(=O)(c1cccc(Cl)c1)N1CCN(c2nc(-c3cccs3)nc3ccccc23)CC1	1%&3%
N#Cc1nc(-c2ccccc2)cc(-c2ccccc2)n1	-2%
CN(C)c1ccc(/C=C/c2c[n+](C)cc3ccccc23)cc1	-3%
Cn1nnc2c(NCc3ccco3)ncnc21	2%
CC(=O)NC1=C(C#N)CCC1	-13%
O=C(C[n+]1cccc(Br)c1)c1ccc2ccccc2c1	0%
CC(C)C1(C)NC(c2ccc3c(c2)OCO3)=CC(c2ccccc2O)N1 (stereo unspecified)	5%
N#C/C(=C\c1ccc(O)c(O)c1)C(=O)NCCCNC(=O)/C(C#N)=C/c1ccc(O)c(O)c1	4%
NS(=O)(=O)c1ccc(N=Nc2cc3ccccc3c(C(=O)O)c2O)cc1	-2%
Cc1cccc(OCC(=O)Nc2cc(C)c(O)c(-c3nc4ccccc4o3)c2)c1	-8%
CC(=O)Nc1cccc2cccnc12	-2%
Cc1ccccc1OCC(=O)NCC(=O)OCC(=O)c1ccc(Br)cc1	1%
CN(CCC#N)c1ccc(/C=C/c2ccnc3ccccc23)cc1	-15%
COc1cccc(NCc2nnc(SC(C(=O)N(C)C)c3ccccc3)n2C2CCCCC2)c1 (stereo unspecified)	6%
CC(N)(C(=O)O)c1ccc(C(=O)O)cc1 (stereo unspecified)	3%
Oc1ccc2ccccc2c1SSc1c(O)ccc2ccccc12	-66%[inhibitor]
CC(=O)c1cccc(NC(=O)COc2ccccc2C(=O)Nc2ccccc2)c1	7%
O=C(NC1CCCCC1)c1cnn2c1NC(=C1CC1)C=C2C(F)F	19%
O=[N+]([O-])c1ccc2c(c1)C=C/C2=C\c1ccccc1	3%
COc1cccc(Sc2nc(N(C)C)ncc2S(=O)(=O)c2ccc(Cl)cc2)c1	2%
Brc1c(Br)c(Br)c2[nH]cnc2c1Br	?
CCCS(=O)(=O)c1ncc(Cl)c(C(=O)Nc2sc3c(c2C(=O)NCC)CCCC3)n1	-1%

Rewritten comma-delimited: part of the list above
Molecule,aSyn yeast inh
CC(O)COCC1OC2OC3C(COCC(C)O)OC(OC4C(COCC(C)O)OC(OC5C(COCC(C)O)OC(OC6C(COCC(C)O)OC(OC7C(COCC(C)O)OC(OC8C(COCC(C)O)OC(OC1C(OCC(C)O)C2OCC(C)O)C(OCC(C)O)C8OCC(C)O)C(OCC(C)O)C7OCC(C)O)C(OCC(C)O)C6OCC(C)O)C(OCC(C)O)C5OCC(C)O)C(OCC(C)O)C4OCC(C)O)C(OCC(C)O)C3OCC(C)O (stereo unspecified),1%
O=C(C[n+]1cccc(Br)c1)c1ccc2ccccc2c1,0%
N#C/C(=C\c1ccc(O)c(O)c1)C(=O)NCCCNC(=O)/C(C#N)=C/c1ccc(O)c(O)c1,4%

Continued:
SMILES	aSyn yeast inh
COc1ccc(N=c2nc(-c3ccc(C)cc3)n(-c3ccccc3)s2)cc1	-22%
Cc1sc2ccccc2[n+]1CCCCI	13%
COc1cc2c(NC3CCN(C)CC3)nc(N3CCCN(C)CC3)nc2cc1OCCCC(C)C	-19%
O=C(O)c1cc2cccc([N+](=O)[O-])c2[nH]1	17%&1%
CCCCNc1ccc(/C=C2\C=Cc3ccccc32)cc1	0%
CCCN1CNc2c(c(=O)[nH]c(=S)n2CCc2cc(C)cc(C)c2)C1	-3%
COc1ccc(NC(=O)c2ccccc2OCC(=O)Nc2ccc(Br)cc2)cc1	2%
Cc1ccc2nc(-c3ccc(C)c(NC(=O)COc4ccccc4Cl)c3)oc2c1	-5%
CCCCCCCNc1ccc(/C=C/c2ccnc3ccccc23)cc1	-64%[inhibitor]
c1ccc(Nc2nc(-c3ccccc3)c(-c3ccccc3)s2)cc1	-2%

Two consecutive entries from above, for reference:
SMILES	aSyn yeast inh
COc1ccc(N=c2nc(-c3ccc(C)cc3)n(-c3ccccc3)s2)cc1	-22%
Cc1sc2ccccc2[n+]1CCCCI	13%

Next section
SMILES	aSyn yeast inh
CC(=O)c1cccc(NC(=O)C(C)OC(=O)c2ccc(S(C)(=O)=O)c([N+](=O)[O-])c2)c1 (stereo unspecified)	1%
COc1ccc(CNc2ccccc2C(=O)NCc2ccccc2)cc1COc1ccc(NC(C)=O)cc1	11%
COc1cc2nc(NC3CCN(C)CC3)nc(N3CCCN(C)CC3)c2cc1OC	-4%
COc1cccc(/C=C2/SC(=S)N(CC(=O)Nc3nccs3)C2=O)c1	3%
CCCN1CNc2c(c(=O)[nH]c(=S)n2CCc2cccc(Cl)c2)C1	-6%
OC1C(Br)=Cc2ccccc21 (stereo unspecified)	0%
C=C1C=C(C)n2ncc(C(=O)NCCCCCC)c2N1	0%
O=S(=O)(NCCCCNS(=O)(=O)c1cccc2cccnc12)c1cccc2cccnc12	?
Nc1ncnc2c1nc(Br)n2C1CC(O)C(CO)O1 (stereo unspecified)	-8%
